# SENP8 block-1 – SENP8 protease inhibitors, primary screen, biochemical, luminescence. purified SENP8, Z-RLRGG-aminoluciferin cleavage. inhibition, % at 10 µM. 330,000 tested, 1.2% active. AID 2540, 2010; in the data active = inhibition above about 50%
# Target sequence (Q96LD8 whole entry, looked up): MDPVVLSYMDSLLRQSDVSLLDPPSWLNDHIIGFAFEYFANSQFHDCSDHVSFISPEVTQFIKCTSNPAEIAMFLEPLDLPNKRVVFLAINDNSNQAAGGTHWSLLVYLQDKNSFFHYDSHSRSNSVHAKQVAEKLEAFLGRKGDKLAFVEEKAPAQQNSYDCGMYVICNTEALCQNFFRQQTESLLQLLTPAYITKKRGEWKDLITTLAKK
# HKDC1 inh – HKDC1 hexokinase inhibitors, primary screen, biochemical, fluorescence, uHTS. Q2TB90. inhibition, % at 20 µM. recombinant HKDC1, G6PDH/diaphorase resazurin coupled fluorescence. 340,000 tested, 0.16% active. AID 493160, 2011;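 active = inhibition above about 35% when tested at 20 µM, limit read from the data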;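 note: plate controls were DMSO wells with enzyme for no effect and DMSO wells lacking enzyme for full effect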
#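 Assay system: recombinant HKDC1 hexokinase; detection: coupled resazurin fluorescence, excitation 525 nm, emission 613 nm; benchmarks: DMSO-plus-enzyme-mix negative control, buffer-substituted positive control; compound dosing: single 20 µM dose; schedule: 90 min at room temperature in dark; also added: glucose plus 1 mM ATP as hexokinase substrates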
# SENP1 FRET inh – human SENP1 catalytic domain inhibitors, primary screen, biochemical, FRET, uHTS. Sentrin-specific protease 1 (Homo sapiens), Q9P0U3. recombinant SENP1 catalytic domain, CyPet-SUMO1-YPet FRET cleavage. inhibition, % at 10 µM. 360,000 tested, 0.21% active. AID 624204, 2012;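 active = inhibition at least 30% at 10 µM, raw YFP signal under a set limit, fluorescence ratio 0.5 to 1.5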;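 note: 0% = enzyme with DMSO and 100% = no enzyme wells; some results filed as inactive read as strong as hits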
# Target sequence (Q9P0U3 419-644 limits assumed): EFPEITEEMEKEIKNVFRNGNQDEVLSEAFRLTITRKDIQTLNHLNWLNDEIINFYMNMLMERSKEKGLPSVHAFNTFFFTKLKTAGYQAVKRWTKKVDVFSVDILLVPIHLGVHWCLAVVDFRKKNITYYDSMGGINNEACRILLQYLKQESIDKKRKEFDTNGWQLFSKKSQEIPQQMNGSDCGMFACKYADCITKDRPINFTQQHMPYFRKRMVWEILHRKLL
#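 Controls: no-enzyme wells low, DMSO-plus-enzyme wells high control. Test system: human recombinant His6-tagged SENP1 catalytic domain enzyme. Reagent: SFCypet-SUMO1-SFYpet FRET protein substrate, 25 nM final. Doses: one dose per compound, 10 µM, 0.5% DMSO. Detection: FRET, CFP and YFP emission. Timing: 50 min reaction at room temperature.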
# SENP7 block – SENP7 protease inhibitors, primary screen, biochemical, luminescence, uHTS | recombinant SENP7, Z-RLRGG-aminoluciferin luminescence, 40 min | inhibition, % at 5 µM | 330,000 tested, 1.5% active;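 active = inhibition above about 50% at the single test dose, limit read from the data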;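 note: plate controls were DMSO with enzyme for no effect and no enzyme buffer wells for full effect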
# Target sequence (Q9BQF6 706-1050 limits assumed): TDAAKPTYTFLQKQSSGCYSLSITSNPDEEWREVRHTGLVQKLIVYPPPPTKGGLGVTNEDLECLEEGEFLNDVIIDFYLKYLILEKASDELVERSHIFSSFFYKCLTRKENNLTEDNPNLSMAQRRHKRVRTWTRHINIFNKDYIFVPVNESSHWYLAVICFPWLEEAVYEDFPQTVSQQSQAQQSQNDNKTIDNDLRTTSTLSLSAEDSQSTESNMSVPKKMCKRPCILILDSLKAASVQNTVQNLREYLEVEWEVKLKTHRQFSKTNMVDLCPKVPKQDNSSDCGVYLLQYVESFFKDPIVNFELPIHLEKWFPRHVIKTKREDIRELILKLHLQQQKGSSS
# SENP6 inh – SENP6 protease inhibitors, primary screen, biochemical, luminescence, uHTS. Recombinant SENP6 catalytic domain, aminoluciferin luminescence. 330,000 tested, 1.8% active. inhibition, % at 10 µM;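 active = inhibition above about 50% at the single tested dose, limit read from the data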;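 note: plate controls were DMSO wells with enzyme for no effect and DMSO wells lacking enzyme for full effect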
# Apaf1 inhib – inhibitors of human Apaf-1 apoptosome, primary screen, biochemical, DEVD-Rh110 fluorescence, uHTS | 330,000 tested, 0.71% active | Apoptotic protease-activating factor 1 (Homo sapiens), O14727 | reconstituted apoptosome caspase-3 activity | inhibition, % at 20 µM; active = inhibition of at least 40% at 20 µM;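 note: plate controls were DMSO wells for no effect and DEVD-CHO caspase inhibitor wells for full effect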
#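 Assay system – apoptosome proteins · Medium – Hepes buffer, pH 7.5 · Also added – cytochrome c with DEVD-Rh110 · Timing – 30 min compound preincubation, 50 min activation, room temperature · Detection – Rh110 fluorescence, excitation 480 nm, emission 540 nm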
# PfG6PD inh – PfG6PD enzyme inhibitors, primary screen, biochemical, fluorescence intensity, uHTS; glucose-6-phosphate dehydrogenase-6-phosphogluconolactonase (Plasmodium falciparum 3D7); 350,000 tested, 0.78% active; inhibition, % at 20 µM; PfGluPho enzyme, NADPH resazurin-diaphorase fluorescence;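 active = inhibition reaching at least a set limit at 20 µM in the primary screen, cut at about 59% in these data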;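 note: 0% = DMSO wells with substrate and 100% = DMSO wells lacking glucose-6-phosphate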
# SENP8 block-2 – human SENP8 protease inhibitors, primary screen, biochemical, fluorescence, Nedd8 protein substrate, uHTS. Sentrin-specific protease 8 (Homo sapiens), Q96LD8. recombinant SENP8. inhibition, % at 20 µM. 360,000 tested, 0.64% active. AID 602440, 2012; in the data active = inhibition mostly above about 40%, no sharp cut-off; inactive = mostly below about 27%
# * marks the source's active call; other numbers are inactive results; i = inactive; . = not tested or not shown.
# A first look, 16 compounds:
SMILES,SENP8 block-1,HKDC1 inh,SENP1 FRET inh,SENP7 block,SENP6 inh,Apaf1 inhib,PfG6PD inh,SENP8 block-2
Cc1cc(C)nc(CC(N)=O)n1,-3,-5,0,1,-12,-6,5,3
CCN(CC)CCC/C(=N\O)C(O)(c1ccccc1)c1ccccc1,-13,-11,4,-7,-18,13,-11,25
COc1ccc(N(C)C(=O)c2ccc3c(c2)nnn3C)cc1,-2,-2,2,-1,0,-6,10,16
CCOC(=O)C1=CCC2c3c(c4ccccc4n3C)C(=O)C1N2C(=O)OC(C)(C)C (stereo unspecified),-10,-1,-11,-6,2,17,-4,1
CCCC(=O)NNC(=O)c1c(O)c2ccccc2[nH]c1=O,2,7,1,2,-4,0,-30,1
O=C(OCc1nc2ccccc2c(=O)[nH]1)c1cccs1,-8,4,-5,-7,-2,-3,7,-12
Cn1cc(S(=O)(=O)CC(=O)Nc2ccc3c(c2)OCCO3)c2ccccc21,-5,-1,-2,0,-8,-29,41,31
O=C(O)C(Cc1cccs1)c1cccs1 (stereo unspecified),.,6,-1,.,.,.,5,14
c1ccc2c(CN3CCOCC3)csc2c1,1,-6,2,6,0,2,-8,5
Cc1nn(-c2ccccc2)c(Cl)c1C1C(C#N)=C(N)Oc2c1c(C)nn2-c1ccccc1 (stereo unspecified),3,-4,1,14,-19,24,-2,31
Cc1ccc2c(c1)N(CC(=O)N1CCC(C)CC1)C(=O)c1cccnc1O2,-9,-4,0,11,-11,-2,-1,-3
CCC(=O)N(Cc1cc2c(C)cc(C)cc2[nH]c1=O)C1CCCCC1,0,-4,0,-6,-9,8,-6,-70
CCc1ccccc1NS(=O)(=O)c1c(C(=O)N2CCCCCC2)c(C)n(C)c1C,1,-10,2,3,6,6,14,16
Cc1nnc(NC(=O)CSc2nnc(CNC(=O)c3ccccc3)o2)s1,0,0,0,-1,-3,-6,-3,15
CCc1nnc(NC(=O)C2CCC(CNc3c(N4CCC(C)CC4)c(=O)c3=O)CC2)s1 (stereo unspecified),-3,-5,2,5,-3,-15,4,10
CC(=O)Nc1ccc(S(=O)(=O)Oc2ccccc2N2CCCCC2)cc1,1,2,5,7,-15,5,17,26

# Results, from the start:
SMILES,SENP8 block-1,HKDC1 inh,SENP1 FRET inh,SENP7 block,SENP6 inh,Apaf1 inhib,PfG6PD inh,SENP8 block-2
Cc1cc(C)nc(CC(N)=O)n1,-3,-5,0,1,-12,-6,5,3
CCN(CC)CCC/C(=N\O)C(O)(c1ccccc1)c1ccccc1,-13,-11,4,-7,-18,13,-11,25
COc1ccc(N(C)C(=O)c2ccc3c(c2)nnn3C)cc1,-2,-2,2,-1,0,-6,10,16
CCOC(=O)C1=CCC2c3c(c4ccccc4n3C)C(=O)C1N2C(=O)OC(C)(C)C (stereo unspecified),-10,-1,-11,-6,2,17,-4,1
CCCC(=O)NNC(=O)c1c(O)c2ccccc2[nH]c1=O,2,7,1,2,-4,0,-30,1
O=C(OCc1nc2ccccc2c(=O)[nH]1)c1cccs1,-8,4,-5,-7,-2,-3,7,-12
Cn1cc(S(=O)(=O)CC(=O)Nc2ccc3c(c2)OCCO3)c2ccccc21,-5,-1,-2,0,-8,-29,41,31
O=C(O)C(Cc1cccs1)c1cccs1 (stereo unspecified),.,6,-1,.,.,.,5,14
c1ccc2c(CN3CCOCC3)csc2c1,1,-6,2,6,0,2,-8,5
Cc1nn(-c2ccccc2)c(Cl)c1C1C(C#N)=C(N)Oc2c1c(C)nn2-c1ccccc1 (stereo unspecified),3,-4,1,14,-19,24,-2,31
Cc1ccc2c(c1)N(CC(=O)N1CCC(C)CC1)C(=O)c1cccnc1O2,-9,-4,0,11,-11,-2,-1,-3
CCC(=O)N(Cc1cc2c(C)cc(C)cc2[nH]c1=O)C1CCCCC1,0,-4,0,-6,-9,8,-6,-70

# Arranged by molar mass (smallest number first): three of the compounds above.
SMILES,SENP8 block-1,HKDC1 inh,SENP1 FRET inh,SENP7 block,SENP6 inh,Apaf1 inhib,PfG6PD inh,SENP8 block-2
O=C(O)C(Cc1cccs1)c1cccs1 (stereo unspecified),.,6,-1,.,.,.,5,14
COc1ccc(N(C)C(=O)c2ccc3c(c2)nnn3C)cc1,-2,-2,2,-1,0,-6,10,16
Cc1nn(-c2ccccc2)c(Cl)c1C1C(C#N)=C(N)Oc2c1c(C)nn2-c1ccccc1 (stereo unspecified),3,-4,1,14,-19,24,-2,31

# The listing continues.
SMILES,SENP8 block-1,HKDC1 inh,SENP1 FRET inh,SENP7 block,SENP6 inh,Apaf1 inhib,PfG6PD inh,SENP8 block-2
CCc1ccccc1NS(=O)(=O)c1c(C(=O)N2CCCCCC2)c(C)n(C)c1C,1,-10,2,3,6,6,14,16
Cc1nnc(NC(=O)CSc2nnc(CNC(=O)c3ccccc3)o2)s1,0,0,0,-1,-3,-6,-3,15
CCc1nnc(NC(=O)C2CCC(CNc3c(N4CCC(C)CC4)c(=O)c3=O)CC2)s1 (stereo unspecified),-3,-5,2,5,-3,-15,4,10
CC(=O)Nc1ccc(S(=O)(=O)Oc2ccccc2N2CCCCC2)cc1,1,2,5,7,-15,5,17,26
O=C1C2ON(c3ccccc3)C(c3cccnc3)C2C(=O)N1Cc1ccccc1 (stereo unspecified),11,4,0,-1,18,12,-22,10
CC(=O)/C=N/Nc1ccccc1,-1,-8,0,4,-4,-22,2,9
O=C(NNC(=O)c1cccs1)c1ccc(Cl)c(Cl)c1,-12,-3,1,-6,11,-16,-10,8
N[C@@H](Cc1ccccc1)c1nnc(SCc2ccccc2Cl)o1,1,-1,0,8,7,9,-7,0
COc1cccc(CNS(=O)(=O)c2cc(CN3C(=O)c4cccnc4C3=O)ccc2OC)c1,1,-3,1,2,-4,-13,-1,10
O=C(NCCc1ccccc1)c1cccc(NC(=O)C2CCC2)c1,.,-8,0,.,.,.,21,5
COc1ccc(CCNC(=O)C2CC(=O)N(c3ccc(C)cc3)C2)cc1OC (stereo unspecified),6,4,1,1,-11,4,-12,15
COc1cccc(OCCSc2nc(C)c(Cc3ccccc3)c(=O)[nH]2)c1,-4,-13,1,3,0,17,1,11
COc1cc(NC(=O)CCc2ccccc2)nc(OC)n1,1,11,2,2,13,-8,-11,11
COC(=O)c1cccc(NC(=O)C(C)N2C(=O)c3ccccc3C2=O)c1 (stereo unspecified),6,2,2,2,5,-17,7,12
COc1cc(-c2nnc(SCC(=O)N3CCOCC3)o2)cc(OC)c1OC,-10,-4,-2,0,-13,-12,-15,3
O=S(=O)(NCc1ccccc1)c1ccc(Br)s1,-5,1,0,12,12,9,2,4
CC(=O)c1ccc2noc(-c3ccccc3)c2c1,-9,4,-53,-8,-2,-3,8,-335
Cc1ccc(NC(=O)CSc2nnc(CNC(=O)c3ccco3)n2C)cc1C,1,-3,3,1,2,-14,2,14
O=C(OC1CCOC1=O)c1cc(-c2ccc(Br)cc2)nc2ccccc12 (stereo unspecified),3,-3,0,1,-4,9,11,-79
O=C(CSc1n[nH]c(=O)n1C1CC1)Nc1ccc(F)c(Cl)c1,-13,-1,44*,-5,-31,5,8,21
C/C(CCC(C)C)=N\NC(=O)COc1ccccc1-c1ccccc1,.,3,1,.,.,.,6,-1
Cc1ccc(C)c(OCCC(=O)OCC(=O)NCCc2ccc(S(N)(=O)=O)cc2)c1,9,-5,2,3,3,-7,12,6
CC(=O)Nc1ccc(S(=O)(=O)NCC2CCCO2)cc1 (stereo unspecified),-4,-5,0,1,-26,-22,25,16
CC(/C=N/NC(=O)c1cc(-c2ccc(Cl)cc2)nc2ccccc12)=C\c1ccco1,-4,1,0,-9,-8,23,19,12
CCN(CC(=O)NC1CCS(=O)(=O)C1)S(=O)(=O)c1cc(Br)ccc1Br (stereo unspecified),1,-1,1,-1,3,-3,-4,18
Cc1cccc(NC(=O)COC(=O)CCCC2=NS(=O)(=O)c3ccccc3N2)c1,-7,1,0,3,1,0,10,19
COc1ccc2c(c1)C1=NN(/C(C)=C/C(C)=O)C(c3cccc(F)c3)C1CC2 (stereo unspecified),-4,26,-58,10,2,8,-2,-197
CCN(CC)CC(=O)N1c2ccccc2CCc2ccc(NC(=O)c3cc(OC)c(OC)c(OC)c3)cc21,3,2,-11,1,-11,4,8,-12
COC(=O)c1ccc(NC(=S)Nc2ccc3ccccc3c2)cc1,1,17,-7,-1,-12,9,31,-489
CCOC(=O)c1nnn(-c2nonc2N)c1CN1CCCC1,-10,-4,-1,-7,5,-16,9,1
CC(C)=CCCC1=CCC(/C=N/NC(N)=O)C(C)C1 (stereo unspecified),-5,1,2,3,-14,13,0,15
Cc1cccn2c(CN3CCCN(C=O)CC3)c(C(=O)N(C)CCc3ccccc3)nc12,-2,-7,-4,5,-10,-12,8,-4
Cc1ccccc1NC(=O)COC(=O)Cc1ccsc1,-5,-9,2,6,-19,1,18,12
Cc1ccc(-n2nnnc2CNC(=O)C2CC(=O)N(c3ccccc3)C2)cc1C (stereo unspecified),3,-3,0,7,-8,-14,13,12
Oc1[nH]c2ccccc2c1N=Nc1nc2ccccc2s1,55*,2,41*,89*,72*,8,22,29
CC(=O)N1c2ccc(S(=O)(=O)N(C)Cc3ccccc3)cc2CC1C (stereo unspecified),-7,0,0,12,-9,9,0,9
COC(=O)c1[nH]c2ccc(Cl)cc2c1NC(=O)Oc1ccccc1,15,6,-67,-8,42,11,28,i
Cc1cccc(Nc2nnc(SCC(=O)Nc3ncc(C(F)(F)F)cc3Cl)s2)c1C,6,1,-3,2,-2,11,3,-8
CCN(CC)CCNC(=O)Cn1c(=O)c2cccn2c2ccc(F)cc21,-6,-1,-4,-7,-4,-3,-7,-14
O=C(O)CCS(=O)(=O)Cc1cccc(Cl)c1,5,-4,3,-7,-14,-15,0,9
CC(C)C[C@H](NC(=O)c1nc[nH]c1C(=O)N[C@@H](CC(C)C)C(=O)OC(C)(C)C)C(=O)OC(C)(C)C,-5,1,2,-4,-11,17,-10,16
CN(CC1CCOCC1)C(=O)CC1C(=O)NCCN1Cc1cccc(Oc2ccccc2)c1 (stereo unspecified),1,-4,-23,3,14,8,-12,-63
CCOc1ccc(-n2c(-c3ccc(OC)cc3)c[n+]3c2CCCCC3)cc1,-2,12,2,-12,-5,6,-14,13
Cc1ccc(-c2c(C(=O)NCc3ccc(F)cc3)oc(=O)c3ccccc23)cc1,1,-2,1,2,-7,9,9,12
O=C(CCCOc1ccc(Cl)cc1Cl)NCc1ccncc1,0,-6,3,2,2,-13,0,8
COc1ccccc1NC(=O)C(=O)NCCC1CCCCN1S(=O)(=O)c1ccc(F)cc1 (stereo unspecified),-5,1,1,-6,-14,6,12,3
